Screens (PubChem BioAssay)
UBC13 inh: human UBC13 polyubiquitination inhibition | P61088 | UBC13 polyubiquitin chain formation, TR-FRET | inhibition, % at 20 µM | actives 0.47% (n = 330,000); in the data active = inhibition above about 45%, passing the limit was not always enough
Target sequence (P61088 whole entry, looked up): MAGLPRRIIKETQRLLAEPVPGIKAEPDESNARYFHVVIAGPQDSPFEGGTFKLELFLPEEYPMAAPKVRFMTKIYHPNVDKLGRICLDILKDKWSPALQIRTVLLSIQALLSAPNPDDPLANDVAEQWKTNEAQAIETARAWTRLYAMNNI
APOBEC3G inh: blocks human APOBEC3G single-stranded DNA deamination; actives 0.28% (n = 330,000); recombinant A3G, ssDNA deamination FAM/TAMRA fluorescence; Q9HC16; inhibition, % at 20 µM;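 active = inhibition of at least 40% at 20 µM, with no more than 30% in the related APOBEC3A deaminase screen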;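 also: plate controls were DMSO wells with A3G for no effect and wells lacking A3G enzyme for full effect; some compounds called inactive have numbers as strong as hits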
SENP1 FRET inh: inhibitors of human SENP1 SUMO protease catalytic domain. Q9P0U3. recombinant SENP1 catalytic domain, CyPet-SUMO1-YPet FRET cleavage. inhibition, % at 10 µM. actives 0.21% (n = 360,000);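 active = inhibition at least 30% at 10 µM, raw YFP signal under a set limit, fluorescence ratio 0.5 to 1.5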;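 also: 0% = enzyme with DMSO and 100% = no enzyme wells; some results filed as inactive read as strong as hits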
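Test system: hSENP1 catalytic domain, recombinant; Amount: 20 pM final SENP1 enzyme; Medium: Tris pH 8 buffer plus EDTA, NaCl, BME, BSA, NP40, catalase; Schedule: 50 min enzyme reaction, room temperature, light-protected; Technique: FRET fluorescence in CFP and YFP emission channels; Controls: no-enzyme wells low, DMSO-plus-enzyme wells high control.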
SENP6 block: inhibitors of human SENP6 protease; Q9GZR1; AID 2599; Recombinant SENP6 catalytic domain, aminoluciferin luminescence; actives 1.8% (n = 330,000); inhibition, % at 10 µM;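 active = inhibition above about 50% at the single tested dose, limit read from the data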;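 also: plate controls were DMSO wells with enzyme for no effect and DMSO wells lacking enzyme for full effect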
Target sequence (Q9GZR1 628-1112 limits assumed): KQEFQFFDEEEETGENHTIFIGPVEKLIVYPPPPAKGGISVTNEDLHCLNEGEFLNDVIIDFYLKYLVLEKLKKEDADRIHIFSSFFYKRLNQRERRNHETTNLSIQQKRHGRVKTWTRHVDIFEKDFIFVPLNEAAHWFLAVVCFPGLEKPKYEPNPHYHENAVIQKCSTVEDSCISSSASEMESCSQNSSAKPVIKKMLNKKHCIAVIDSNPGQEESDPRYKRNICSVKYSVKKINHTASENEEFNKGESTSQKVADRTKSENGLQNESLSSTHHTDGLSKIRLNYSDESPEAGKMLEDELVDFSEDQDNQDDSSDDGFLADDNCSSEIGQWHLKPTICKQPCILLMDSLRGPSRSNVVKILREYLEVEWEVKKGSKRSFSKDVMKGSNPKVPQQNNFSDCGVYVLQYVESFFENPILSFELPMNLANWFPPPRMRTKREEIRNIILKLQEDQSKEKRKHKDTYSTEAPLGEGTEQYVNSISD
SENP7 block: inhibitors of human SENP7 protease | Q9BQF6 | recombinant SENP7, Z-RLRGG-aminoluciferin luminescence, 40 min | inhibition, % at 5 µM | actives 1.5% (n = 330,000) | AID 434973;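 active = inhibition above about 50% at the single test dose, limit read from the data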;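 also: plate controls were DMSO with enzyme for no effect and no enzyme buffer wells for full effect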
Target sequence (Q9BQF6 706-1050 limits assumed): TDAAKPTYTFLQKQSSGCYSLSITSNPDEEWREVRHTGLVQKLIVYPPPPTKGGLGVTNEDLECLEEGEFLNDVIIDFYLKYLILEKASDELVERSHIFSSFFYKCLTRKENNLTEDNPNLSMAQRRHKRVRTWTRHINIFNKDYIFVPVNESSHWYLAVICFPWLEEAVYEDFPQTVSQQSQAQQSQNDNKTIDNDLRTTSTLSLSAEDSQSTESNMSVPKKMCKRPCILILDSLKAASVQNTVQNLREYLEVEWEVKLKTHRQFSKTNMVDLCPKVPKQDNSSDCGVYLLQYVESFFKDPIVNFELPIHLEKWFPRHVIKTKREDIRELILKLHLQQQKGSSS
SENP8 block-1: blocks human SENP8 cleavage of Nedd8 substrate. recombinant SENP8, Nedd8 substrate fluorescence. actives 0.64% (n = 360,000). Q96LD8. inhibition, % at 20 µM. AID 602440; in the data active = inhibition mostly above about 40%, no sharp cut-off; inactive = mostly below about 27%
Apaf1 inhib: inhibitors of human Apaf-1 apoptosome. O14727. actives 0.71% (n = 330,000). reconstituted apoptosome caspase-3 activity, DEVD-Rh110 fluorescence. inhibition, % at 20 µM; active = inhibition of at least 40% at 20 µM;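 also: plate controls were DMSO wells for no effect and DEVD-CHO caspase inhibitor wells for full effect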
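System: Apoptosome proteins | Medium: Hepes pH 7.5 with detergent and BSA | Also added: Cytochrome c trigger plus (Z-DEVD)2-Rh110 caspase-3 substrate | Incubation: 30 min compound preincubation, 50 min activation, room temperature | Detection: Rhodamine 110 fluorescence at Ex 480/Em 540 nm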
SENP8 block-2: blocks the human protease SENP8; purified SENP8, Z-RLRGG-aminoluciferin cleavage, luminescence; inhibition, % at 10 µM; actives 1.2% (n = 330,000); AID 2540; in the data active = inhibition above about 50%
* marks the source's active call; other numbers are inactive results.

molecule	SENP7 block	SENP8 block-2	UBC13 inh	SENP6 block	SENP1 FRET inh	SENP8 block-1	Apaf1 inhib	APOBEC3G inh
Cc1ccccc1NC(=O)C(C)c1ccc(-c2ccccc2)c(F)c1 (stereo unspecified)	-1	1	3	-8	-2	13	11	-4
O=C(Cn1cnc2c(cnn2-c2ccc(F)cc2)c1=O)NCCc1ccccc1	-4	-13	3	-1	0	-2	9	-11
CC(OC(=O)c1ccc(Cl)c(S(N)(=O)=O)c1)C(=O)NCC1CCCCC1 (stereo unspecified)	4	-8	-7	4	1	8	-2	-7
O=C(NCc1nc2ccccc2[nH]1)c1cccc(S(=O)(=O)N2CCCCC2)c1	8	7	-4	-11	1	6	-10	-6
Cc1ccc(NC(=O)CN2C(=O)NC3(CCCc4ccccc43)C2=O)c([N+](=O)[O-])c1 (stereo unspecified)	-5	-14	-6	8	-3	1	5	-4
CCc1c(C#N)c(=O)[nH]c(=O)n1-c1ccccc1	7	-4	2	-10	0	16	12	8
Cc1cc(Br)ccc1NC(=O)CNC(=O)CN(C)Cc1nc2ccccc2c(=O)[nH]1	5	6	11	-1	2	5	-16	-6
COc1ccccc1NC(=O)C1CCCN(C(=O)Nc2ccc(F)cc2)C1 (stereo unspecified)	-6	-3	4	-35	-1	14	-1	-5

In a second layout: entries from further up
CC(OC(=O)c1ccc(Cl)c(S(N)(=O)=O)c1)C(=O)NCC1CCCCC1 (stereo unspecified)
  SENP7 block: 4
  SENP8 block-2: -8
  UBC13 inh: -7
  SENP6 block: 4
  SENP1 FRET inh: 1
  SENP8 block-1: 8
  Apaf1 inhib: -2
  APOBEC3G inh: -7

O=C(NCc1nc2ccccc2[nH]1)c1cccc(S(=O)(=O)N2CCCCC2)c1
  SENP7 block: 8
  SENP8 block-2: 7
  UBC13 inh: -4
  SENP6 block: -11
  SENP1 FRET inh: 1
  SENP8 block-1: 6
  Apaf1 inhib: -10
  APOBEC3G inh: -6

Cc1ccc(NC(=O)CN2C(=O)NC3(CCCc4ccccc43)C2=O)c([N+](=O)[O-])c1 (stereo unspecified)
  SENP7 block: -5
  SENP8 block-2: -14
  UBC13 inh: -6
  SENP6 block: 8
  SENP1 FRET inh: -3
  SENP8 block-1: 1
  Apaf1 inhib: 5
  APOBEC3G inh: -4

(list continues)
molecule	SENP7 block	SENP8 block-2	UBC13 inh	SENP6 block	SENP1 FRET inh	SENP8 block-1	Apaf1 inhib	APOBEC3G inh
Cc1ccc(NC(=O)COc2ncnc3c(Cl)cc(Cl)cc23)cc1[N+](=O)[O-]	-5	-8	-10	-3	2	13	2	0
COc1ccccc1CCC(=O)OCC(=O)c1c(N)n(CC(C)C)c(=O)n(C)c1=O	0	12	12	2	-7	4	33	-1
CCOC(=O)Cc1csc(NC(=O)C2CCCCC2C(=O)O)n1 (stereo unspecified)	3	-3	5	-5	1	14	-6	-5
NNC(=O)c1ccccc1OCc1ccccc1	0	-3	2	-13	2	8	1	-1
O=C(Nc1ccccc1C(F)(F)F)C1CCN(C(=O)Cc2ccccc2)CC1	2	-1	2	2	2	5	9	6
Cc1nc(Nc2ccc(Cl)cc2)c2oc3ccccc3c2n1	-2	-14	4	-12	3	-289	15	-4
CCn1ncc(Br)c1C(=O)Nc1cc(C)cc(C)c1	0	-9	1	1	1	19	8	-5
Nc1c(N(CCC2=CCCCC2)C(=O)COc2ccc(F)cc2)c(=O)[nH]c(=O)n1Cc1ccccc1	6	5	-5	3	-5	2	2	2
O=C(CSc1n[nH]c(-c2ccccc2)n1)Nc1ccc(F)cc1F	4	-1	1	-3	2	6	6	3
O=CN1CCC(=O)N(Cc2ccccc2)c2ccccc21	-4	-7	-5	-14	-1	9	-4	-13
Cc1ccc(C)c2[nH]c(=O)c(C(c3nnnn3C3CCCC3)N3CCOCC3)cc12 (stereo unspecified)	-5	-8	-10	12	2	2	17	-1
C=CCNC(=S)NNC(=O)c1ccc(OCCCC)cc1	2	0	1	-24	2	23	-5	-7
COc1cc(/C=C2\NC(=S)N(C)C2=O)ccc1OCc1ccccc1F	12	4	-9	5	-87	-21	5	3
CCOc1ccc(NC(=O)CCS(=O)(=O)c2ccc(C)cc2)cc1	-2	-3	10	-24	-1	7	2	-9
COc1ccc(N2CCN(c3oc(Cc4cccc5ccccc45)nc3C#N)CC2)cc1	10	0	12	10	2	11	12	2
COc1ccc(C=C2c3ccccc3C(=O)c3ccccc32)c(OC)c1	-1	-9	25	-26	2	26	-3	-4
O=c1[nH]c(CN2CCN(c3ccccc3Cl)CC2)nc2ccsc12	-4	5	8	-6	-3	11	-3	0
Cc1ccc(C(=O)C2CCN(C(=O)c3ccc(C)cc3)CC2)cc1	-10	1	2	-5	1	13	12	-7
COCCCNC(=O)/C=C/c1c(Cl)cccc1Cl	1	-10	0	-12	0	12	3	-5
CCOC(=O)c1cc(-c2ccc(OC)cc2)n(CCC(=O)NCCN2CCC(C)CC2)c1C	-5	-3	15	-12	1	13	0	-2
Cc1ccc(OCC(=O)N/N=C/c2ccc([N+](=O)[O-])o2)cc1	-4	2	-9	19	-17	27	12	-6
O=C(CN1C(=O)CSc2ccccc21)NCCC1=CCCCC1	-10	-4	-4	-3	-3	12	6	3
Cc1ccc(S(=O)(=O)CCC(=O)OCc2ccc(Cl)c(Cl)c2)cc1	-2	3	13	8	1	16	6	1
Cc1ccccc1P(=O)(CO)c1ccccc1C	-4	-12	-7	-10	1	16	0	-7
N#CCn1c(CN2CCCC2)nc2ccccc2c1=O	0	1	16	-19	5	10	-3	-7
COc1ccc(CN2CCN(CC3CC3)CC2CCO)cc1C (stereo unspecified)	-2	-6	3	3	1	1	-3	-13
CCC(CC)NC(=O)c1ccc(Cl)cc1	4	3	4	12	-1	18	-9	-2
Cc1noc(C)c1CSCC(=O)N(C)CC(=O)Nc1ccc(Cl)cc1	-8	5	0	12	4	8	4	-8
CCOC(=O)N/N=C/c1cc(C)n(-c2ccccc2)c1C	5	-3	2	-2	-10	-71	2	-4
Clc1nc(Nc2ccc(N3CCOCC3)cc2)c2ccccc2n1	-2	2	22	4	2	13	-393	-5
COc1ccccc1-c1nnc(SCC(=O)N2CCOCC2)n1-c1ccccc1	2	-4	-16	-15	0	19	7	-5
O=C(Nc1sc2c(c1CN1CCOCC1)CCC2)c1ccc(F)cc1	0	9	5	4	-16	-16	4	1
O=C(COc1ncnc2ccccc12)Nc1ccccc1[N+](=O)[O-]	-2	3	4	17	3	12	0	1
CC(C)c1ccc(CN2C(=O)c3ccccc3S2(=O)=O)cc1	3	1	3	-5	1	9	19	-6
O=C1C2C3CCC(C3)C2C(=O)N1c1ccc(OS(=O)(=O)c2ccccc2)cc1 (stereo unspecified)	-12	-9	-6	-22	2	20	6	2
CC(C(=O)N1CCc2ccccc21)N1CCN(c2ccccn2)CC1 (stereo unspecified)	11	-10	-5	-15	1	18	0	-1
CN1CCN(Cc2nc(N)nc(Nc3ccc4c(c3)OCCO4)n2)CC1	-12	-2	-7	-15	3	24	3	-7
CCOC(=O)c1oc2ccccc2c1NC(=O)CN1CCN(C)CC1	-3	-7	1	-30	1	-50	2	2
COc1cccc(-c2ccc(C#N)c(=O)[nH]2)c1	4	0	7	4	-1	-383	-14	-5
Cc1ccc(NS(=O)(=O)c2ccc(-n3cccn3)cc2)cc1C	1	8	9	-7	6	8	12	-6
CCN=C1SC(C(=O)Nc2ccccc2)CC(=O)N1CC (stereo unspecified)	-8	-1	2	-2	1	14	-26	-3
COc1ccccc1NC(=O)CSc1nnc(C)n1CCc1ccccc1	-9	-3	27	-8	3	17	0	-6
Cc1c(NS(=O)(=O)c2cccc([N+](=O)[O-])c2)c(=O)n(-c2ccccc2)n1C	0	17	3	2	2	14	-4	-8
NC[C@H](O)c1ccc(O)c(O)c1	10	-1	6	0	-1	18	6	-5
CCOC(=O)C(C)CC(C)C(=O)N1CCOCCOCCN(C(=O)C(C)CC(C)C(=O)OCC)CCOCC1 (stereo unspecified)	3	2	-1	11	2	25	0	2
COc1cccc(/C=C/C(=O)OCC(=O)Nc2ccc(Cl)c(S(=O)(=O)N(C)C)c2)c1OC	-6	-28	-7	-22	-1	-161	9	-7
COc1ccc(N2CCN(C(=O)c3ccc4c(=O)n5c(nc4c3)CCCCC5)CC2)cc1	4	2	2	5	-2	0	7	2
COc1ccc(-c2noc(CN(C(=O)c3cccs3)C(C)C)n2)cc1	5	-2	0	-17	0	8	16	5
Cc1ccccc1N=C(NOCc1ccc(Cl)cc1Cl)c1nonc1N	2	-2	13	-2	1	28	-2	-3
Cc1cccc(CN2C(=O)c3ccccc3Sc3ccc(C(=O)NCCN4CCOCC4)cc32)c1	-4	7	0	8	2	18	20	-4
Cn1c(=N)n(CC(=O)C(C)(C)C)c2ccccc21	-3	-1	-2	4	0	13	2	-4
CCc1nc(SCC(=O)Nc2ccccc2C(=O)OC)n[nH]1	4	2	7	2	2	4	-3	-7
CCOc1ccc(CCNC(=O)c2cccc(S(=O)(=O)N3CCCCC3)c2)cc1OCC	15	-7	-3	-12	1	11	12	-5
CC(=O)c1sc(NC(=O)COc2ccc(C(C)C)c(C)c2)nc1C	2	2	3	21	-1	5	-5	-10
COc1cccc(-c2nnc3n2N=C(c2cc(OC)ccc2OC)CS3)c1	14	6	56*	-7	3	-79	11	-5
COc1ccc(Cc2noc(CN3CCCN(C4Cc5ccccc5C4)CC3)n2)cc1OC	0	-4	1	4	-7	14	3	-3

Next part:
molecule	SENP7 block	SENP8 block-2	UBC13 inh	SENP6 block	SENP1 FRET inh	SENP8 block-1	Apaf1 inhib	APOBEC3G inh
Cc1ccc2nc(SCC(=O)Nc3ccc(F)cc3)nc(=O)n2c1	-4	2	-6	8	-1	-41	-2	-13
CCN1CCCC1Cn1cnc2c([nH]c3cccc(Cl)c32)c1=O (stereo unspecified)	-8	-10	9	-29	-5	-134	10	4
CN1C(=O)c2ccc(NC(=O)c3c(C(=O)O)cccc3[N+](=O)[O-])cc2C1=O	3	-1	-6	-3	23	3	7	-12
Cc1occc1-c1nnc(SCC(=O)N2CCCCC2)o1	-2	-1	0	-7	1	17	-22	-10
Cc1cc(CNC(=O)C2(C(F)(F)F)C/C(=C\CCO)CCCO2)nn1C (stereo unspecified)	-5	6	-1	-6	2	7	-9	-4
CCOc1ccccc1NC(=O)Nc1ccsc1C(=O)OC	-6	11	-12	-9	1	-15	12	4
